Bfl-1 Bim block: inhibitors of Bim binding to Bfl-1, primary screen, biochemical, multiplexed, bead-based flow cytometry; 0.12% of 190,000 active; inhibition, % at 10 µM; Bim-Bfl-1 binding inhibition; AID 1008, 2008; Bcl-2-related protein A1 (Homo sapiens), Q16548;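 note: 0% = wells without compound plus tracer and 100% = blocker peptide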
RGS8-Gao reg: RGS8-Galphao binding modulators, primary screen, biochemical, multiplexed bead flow cytometry. AID 1423, 2008. actives lie on both sides. 0.34% of 220,000 active. Guanine nucleotide-binding protein G(o) subunit alpha (Homo sapiens), P09471. response (percent of control binding), % at 10 µM; in the data active = response below about 60% or above about 140%; inactive = in between;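 note: Galphao activated as the GDP aluminium fluoride complex binding bead-coupled RGS8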
Target sequence (P09471 whole entry, looked up): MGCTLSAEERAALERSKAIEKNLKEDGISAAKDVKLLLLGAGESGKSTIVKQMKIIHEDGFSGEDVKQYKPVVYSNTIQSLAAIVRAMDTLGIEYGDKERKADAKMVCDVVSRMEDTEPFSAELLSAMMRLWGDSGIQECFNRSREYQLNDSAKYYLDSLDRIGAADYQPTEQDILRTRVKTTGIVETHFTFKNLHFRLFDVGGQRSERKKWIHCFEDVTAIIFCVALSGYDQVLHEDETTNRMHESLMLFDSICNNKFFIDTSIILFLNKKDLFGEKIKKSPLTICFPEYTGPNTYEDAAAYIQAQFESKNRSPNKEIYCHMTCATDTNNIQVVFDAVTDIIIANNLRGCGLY
RGS7-Gao reg: RGS7-Galphao binding modulators, primary screen, biochemical, multiplexed bead flow cytometry. 0.35% of 220,000 active. actives lie on both sides. binding response (% of control), % at 10 µM; in the data active = binding response below about 49% or above about 150%; inconclusive = no clear call, values can overlap the other calls; inactive = in between;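 note: fluorescent Galphao held in activated GDP-AlF4 state binding bead-coupled RGS7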
RGS4-Gao reg: modulators of RGS4 binding to Galphao, primary screen, biochemical, multiplexed bead flow cytometry | Guanine nucleotide-binding protein G(o) subunit alpha (Homo sapiens), P09471 | actives lie on both sides | binding response (% of control), % at 10 µM | 0.33% of 220,000 active; in the data active = binding response below about 49% or above about 150%; inactive = in between;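 note: fluorescent Galphao activated with aluminum fluoride binding bead-coupled RGS4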
Bcl-XL Bim block: inhibitors of Bim-Bcl-XL binding, primary screen, biochemical, multiplexed, bead flow cytometry, human Bcl-XL; Bcl-2-like protein 1 (Homo sapiens), Q07817; Bim peptide-Bcl-XL binding, fluorescence; inhibition, % at 10 µM; 0.04% of 190,000 active; AID 1007, 2008
Target sequence (Q07817 whole entry, looked up): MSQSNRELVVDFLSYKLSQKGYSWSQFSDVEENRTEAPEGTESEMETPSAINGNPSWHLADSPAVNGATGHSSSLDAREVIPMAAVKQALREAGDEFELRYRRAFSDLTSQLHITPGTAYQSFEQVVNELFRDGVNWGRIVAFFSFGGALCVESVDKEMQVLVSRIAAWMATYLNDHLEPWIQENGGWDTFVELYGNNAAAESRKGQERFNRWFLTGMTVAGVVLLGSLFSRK
Bim-Bcl-B: inhibitors of Bim-Bcl-B binding, primary screen, biochemical, multiplexed, human Bcl-2 family. AID 951, 2007. Bcl-2-like protein 10 (Homo sapiens), Q9HD36. inhibition, % at 10 µM. bead-based flow cytometry, Bim peptide-Bcl-B binding. 0.073% of 190,000 active;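 note: 0% = tracer peptide without compound and 100% = reference inhibitor peptide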
Target sequence (Q9HD36 whole entry, looked up): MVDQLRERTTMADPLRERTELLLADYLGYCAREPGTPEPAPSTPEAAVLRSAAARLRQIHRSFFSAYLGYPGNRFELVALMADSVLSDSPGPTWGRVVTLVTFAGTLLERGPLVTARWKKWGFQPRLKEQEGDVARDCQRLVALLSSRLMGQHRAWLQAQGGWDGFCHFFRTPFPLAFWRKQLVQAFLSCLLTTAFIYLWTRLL
GSH fluor: compound fluorescence on glutathione beads, profiling panel, artefact control, biophysical, 488/530 nm, flow cytometry. GSH beads flow cytometry, compound fluorescence 488/530 nm; hits give high values. fluorescence (KMESF) at 10 µM. 0.25% of 190,000 active. AID 1776, 2009; in the data active = fluorescence above about 89;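 note: glutathione beads carrying GST-tagged Bcl family fusion proteins plus one bare bead set; values are compound well signal with DMSO vehicle wells as background; inactives centre near 16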
Bim-Bcl-2: inhibitors of Bim-Bcl-2 binding, primary screen, biochemical, multiplexed, human Bcl-2 family | Apoptosis regulator Bcl-2 (Homo sapiens), P10415 | Bead-based flow cytometry, Bim peptide-Bcl-2 binding | inhibition, % at 10 µM | 0.06% of 190,000 active; in the data active = inhibition above about 40%; inconclusive = no clear call, values can overlap the other calls;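 note: 0% = no compound wells with probe peptide and 100% = reference peptide inhibitor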
ABCG2 inh: ABCG2 efflux pump inhibitors, primary screen, multiplex with ABCB1, IgMXP3 cells, flow cytometry | JC-1 efflux | AID 1325, 2008 | 0.1% of 190,000 active | Broad substrate specificity ATP-binding cassette transporter ABCG2 (Homo sapiens), Q9UNQ0 | inhibition, % at 6.6 µM;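 active = inhibition above 80%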;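 note: 0% = DMSO and 100% = nicardipine control wells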
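Incubation: cells with compound and JC-1, 10 min at 25 °C, rotating, no wash / Test system: IgMXP3 (ABCG2) plus far-red-tagged CCRF-Adr (ABCB1) cells / Compound dosing: one concentration, 6.6 µM final / Also added: JC-1 fluorescent substrate / Evaluation: efflux inhibition in percent versus controls / Detection: flow cytometry, 530 nm JC-1 signal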
ABCB1 inh: ABCB1 efflux pump inhibitors, primary screen, cell-based, multiplex, flow cytometry, ABCG2 counter-screen; 0.067% of 190,000 active; ATP-dependent translocase ABCB1 (Homo sapiens), P08183; CCRF-Adr cells, JC-1 efflux; inhibition, % at 6.6 µM; in the data active = inhibition above about 40%;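 note: 0% = vehicle and 100% = reference inhibitor; higher value means more JC-1 retained so stronger ABCB1 efflux block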
Bim-Bcl-W: inhibitors of Bim binding to Bcl-W, primary screen, biochemical, multiplexed, bead-based flow cytometry | inhibition, % at 10 µM | Bim peptide-Bcl-W binding | Bcl-2-like protein 2 (Homo sapiens), Q92843 | 0.02% of 190,000 active;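 note: 0% = bound tracer without compound and 100% = peptide blocker; higher means less fluorescent Bim peptide bound to Bcl-W beads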
Target sequence (Q92843 whole entry, looked up): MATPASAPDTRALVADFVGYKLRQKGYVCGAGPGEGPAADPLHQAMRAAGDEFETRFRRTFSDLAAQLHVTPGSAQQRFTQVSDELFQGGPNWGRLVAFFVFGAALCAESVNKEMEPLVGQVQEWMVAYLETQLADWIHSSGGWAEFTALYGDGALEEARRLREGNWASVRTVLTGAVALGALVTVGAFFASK
Active calls of the source: *; ? = inconclusive; · = not tested or not shown; [ ] = remark or other dose. Cut-off read from the data, not from the text of the source, unless noted: active = inhibition above about 40%.

Order of values: Bfl-1 Bim block	RGS8-Gao reg	RGS7-Gao reg	RGS4-Gao reg	Bcl-XL Bim block	Bim-Bcl-B	GSH fluor	Bim-Bcl-2	ABCG2 inh	ABCB1 inh	Bim-Bcl-W
> COC(=O)c1cc2oc3ccccc3c2n1Cc1ccccn1
    -14	100	97	99	0	-8	69	-11	3	0.7	0
> Clc1ccc(CN2CCCCCCC2)cc1
    -1	95	94	100	-6	-4	11	-1	3	-0.1	-5
> O=C(CSc1nnc(-c2ccccc2F)n1C1CC1)Nc1ccc2[nH]c(=O)[nH]c2c1
    -5	99	91	101	1	0	14	-2	5	0.8	-1
> CCn1c(COc2ccccc2C)nc2ccccc21
    -1	103	99	102	-3	-10	27	-2	14	1.1	-4
> COC(=O)C1(C)CCc2cc(OC)ccc2C1=O (stereo not given)
    0	103	102	101	-1	-5	6	4	-1	0.2	-1
> C#C[C@]1(O)CC[C@H]2[C@@H]3CCc4cc(O)ccc4[C@H]3CC[C@@]21C
    -2	96	97	100	-2	-9	20	1	6	0.6	-2
> O=c1cc(N2CCOCC2)c2ccccc2o1
    7	105	103	101	-4	0	27	2	0	0.4	-1
> COC(=O)c1ccc(CSc2ccc3nnc(-c4ccc(OC)cc4)n3n2)o1
    -4	96	97	96	-2	0	25	-1	16	3.0	1
> COCCCN1C(=O)C(=O)/C(=C(/O)c2ccc3c(c2)OCCO3)C1c1ccc(C(=O)OC)cc1 (stereo not given)
    -12	101	94	96	-12	-9	32	-15	3	0.3	1
> CS/C(=N\S(=O)(=O)c1cccs1)Nc1ccc(Cl)cc1
    -2	101	95	99	-3	-2	12	1	3	0.1	-4
> CCn1c(SCC(=O)N2CCN(c3ccccc3)CC2)nnc1-c1ccncc1
    ·	99	101	98	·	·	148*	?	2	0.8	·
> O=C(CN1C(=O)CC(c2ccccc2)=Nc2ccccc21)NC1CCCCC1
    -17	99	98	97	-6	-8	26	-17	9	1.4	0
> CCN(CC)C(=O)CSc1nc(O)cc(=O)n1C
    1	103	103	102	2	0	15	0	-1	-0.3	0
> CNC(=S)N(Cc1ccc(OC)cc1)Cc1cc2cccc(C)c2[nH]c1=O
    -3	98	103	105	0	-14	13	-1	20	3.5	-1
> CCOc1ccc(NC(=O)N(CCN(C)C)C(C)c2ccncc2)cc1 (stereo not given)
    -10	106	111	108	-6	-9	22	-12	0	0.1	-1
> Cc1ccccc1-c1nc2ccccc2c(=O)n1C1CCS(=O)(=O)C1 (stereo not given)
    -11	108	99	108	-3	-8	16	-8	0	0.5	2
> Cc1nn(C(=O)c2ccc3c(c2)OCO3)c(N)c1-c1ccccc1
    -10	100	99	99	-3	-4	18	-8	0	-0.1	0
> Cc1cc(C)nc(Sc2ccc3nnnn3n2)n1
    -14	99	102	98	-3	-7	25	-7	5	0.7	-3
> CC(C)CNC(=S)N1CCN(Cc2ccc3c(c2)OCO3)CC1
    -5	103	102	104	0	-7	12	-4	2	0.4	-3
> CC(=O)c1nnn(-c2cccc([N+](=O)[O-])c2)c1C
    -3	125	117	123	-4	-6	13	-5	7	0.9	-4
> CCOC(=O)C(C)Sc1nnc(NC(=O)c2ccc3c(c2)OCO3)s1 (stereo not given)
    -3	96	96	96	0	-4	11	2	3	0.9	0
> Cc1ccc(OCCNS(=O)(=O)c2ccc(N3CCCC3=O)cc2)cc1
    -2	124	114	118	2	-4	14	0	3	0.4	1
> COc1ccc(C(=O)Nc2nc(-c3ccc(S(=O)(=O)N4CCOCC4)cc3)cs2)cc1
    -7	95	101	100	-2	-8	44	-6	9	-0.2	2
> Cc1ccc(C(=O)NC(=S)NNS(=O)(=O)c2ccc(C)cc2)cc1
    0	104	101	100	-5	-3	8	0	-1	-0.7	-3
> CCOC(=O)COc1ccccc1/C=N/O
    0	108	113	105	1	0	21	-1	0	0.1	1
> CC(=O)Nc1ccc(-c2csc(NC=C3C(=O)OC(C)(C)OC3=O)n2)cc1
    -7	99	101	102	-11	-17	16	-7	2	0.1	-9
> Nc1nnc(CSCc2cccc(Br)c2)s1
    -3	100	?	100	0	0	20	0	7	1.7	0
> O=C(OCCN=C1NS(=O)(=O)c2ccccc21)c1cccs1
    3	98	96	101	3	5	18	6	2	0.3	4
> O=C(c1c[nH]c2ccccc12)N1CCN(Cc2ccccc2)CC1
    -2	101	?	102	-3	-3	14	-1	-1	-1.1	-1
> Cc1ccc(NS(=O)(=O)c2ccc(CCC(=O)NCc3ccccn3)cc2)cc1
    -4	99	96	96	0	-2	12	2	0	0.4	-1
> CNC(=S)N1CCN(C(c2ccccc2)c2ccccc2)CC1
    -3	105	100	105	3	-3	10	2	0	0.1	16
> CCCCCC(=O)Nc1ccc(-c2cn3cccnc3n2)cc1
    -1	100	?	100	-1	-4	16	-3	11	1.2	-2
> CN(C(=O)/C=C/c1ccc([N+](=O)[O-])s1)c1ccccc1
    0	98	100	97	-1	-2	73	-3	15	0.6	-1
> CCCc1nc(SCC(=O)c2ccccc2)c2c(=O)n(C)c(=O)n(C)c2n1
    -9	99	99	98	-7	-3	18	-10	15	5.1	-1
> O=Cc1cn(CC(=O)N2CCc3ccccc32)c2ccccc12
    -5	99	?	103	-2	-3	14	-1	5	0.7	0
> CCCCSc1nnc(-c2ccccc2N)c(=O)[nH]1
    -21	101	103	99	-9	-12	31	-10	22	0.8	-2
> O=C(N[C@@H](Cc1ccc(O)cc1)C(=O)O)c1ccc(C(F)(F)F)cc1
    -7	105	152*[activator]	138	-1	-4	19	-4	-1	-0.2	0
> COC(=O)CCC(=O)N1CCCC(CNS(=O)(=O)c2ccc(OC)cc2)C1 (stereo not given)
    -5	109	108	107	0	0	22	1	0	0.1	4
> CCOC(=O)c1cc(CC)sc1NC(=O)CC1SC(N)=NC1=O (stereo not given)
    1	96	92	91	0	2	15	0	7	0.2	-2
> O=C(COc1ncnc2ccccc12)Nc1cccc(S(=O)(=O)N2CCOCC2)c1
    -1	101	103	105	-7	-9	11	-6	-1	-0.1	-2
> COc1ccc(C(CNC(=O)COc2ccc(Br)cc2F)N2CCCC2)cc1 (stereo not given)
    -3	105	?	108	-2	-4	14	-1	0	0.9	-2
> Clc1ccccc1Cn1nnc2c(NCC3CC3)ncnc21
    -2	83	88	89	-21	-6	32	0	-3	-3.5	-3
> CC(C)(C)Oc1ncc(Br)c(OC(C)(C)C)n1
    -16	99	98	101	-8	-16	32	-12	1	0.5	-2
> CCN1C(=O)C(O)(C2COC(C)(C)CC2=O)c2ccccc21 (stereo not given)
    -2	100	95	91	-1	-1	10	0	4	0.6	0
> O=C1C=C(Nc2ccc(Cl)cc2)CC(c2ccc(Cl)cc2)C1 (stereo not given)
    -3	103	99	98	-3	-4	10	0	9	0.7	-2
> CC1CCCN(C(=O)c2ccc3c(c2NCCO)C(=O)c2ccccc2C3=O)C1 (stereo not given)
    -5	99	100	97	-18	-7	43	-5	6	3.9	2
> C/C(=N\NC(=O)CSc1nnc(C)s1)c1ccc(Cl)cc1
    -13	98	100	101	-6	-7	16	-10	2	0.1	-2
> Cc1ccc(C)c(C(C)NC(=O)C2C3CCC(O3)C2C(=O)O)c1 (stereo not given)
    -25	102	101	103	-17	-13	26	-16	0	0.4	-10
> Cc1cccc(Nc2nnc(SCC(=O)Nc3cccnc3Cl)s2)c1
    0	98	97	96	-7	-15	8	0	3	-0.8	-4
> CN(C)[C@@H](CO)c1nnc([C@H](CCC(=O)O)NC(=O)C2CCNCC2)o1
    -5	100	98	102	-5	-3	20	-3	1	0.5	-3
> CN(c1ccccc1)S(=O)(=O)c1ccc(C(=O)OCC(=O)N2CCOCC2)cc1
    -14	100	99	98	-6	-8	31	-1	3	0.1	0
> COc1ccc(CNC(=O)c2cc(-c3ccco3)on2)cc1
    0	99	98	98	-3	-2	16	-2	-2	0.0	-2

Already shown: entries from further up.
Order of values: Bfl-1 Bim block	RGS8-Gao reg	RGS7-Gao reg	RGS4-Gao reg	Bcl-XL Bim block	Bim-Bcl-B	GSH fluor	Bim-Bcl-2	ABCG2 inh	ABCB1 inh	Bim-Bcl-W
> O=C(COc1ncnc2ccccc12)Nc1cccc(S(=O)(=O)N2CCOCC2)c1
    -1	101	103	105	-7	-9	11	-6	-1	-0.1	-2
> COc1ccc(C(CNC(=O)COc2ccc(Br)cc2F)N2CCCC2)cc1 (stereo not given)
    -3	105	?	108	-2	-4	14	-1	0	0.9	-2
> Clc1ccccc1Cn1nnc2c(NCC3CC3)ncnc21
    -2	83	88	89	-21	-6	32	0	-3	-3.5	-3
> CC(C)(C)Oc1ncc(Br)c(OC(C)(C)C)n1
    -16	99	98	101	-8	-16	32	-12	1	0.5	-2
> CCN1C(=O)C(O)(C2COC(C)(C)CC2=O)c2ccccc21 (stereo not given)
    -2	100	95	91	-1	-1	10	0	4	0.6	0
> O=C1C=C(Nc2ccc(Cl)cc2)CC(c2ccc(Cl)cc2)C1 (stereo not given)
    -3	103	99	98	-3	-4	10	0	9	0.7	-2
> CC1CCCN(C(=O)c2ccc3c(c2NCCO)C(=O)c2ccccc2C3=O)C1 (stereo not given)
    -5	99	100	97	-18	-7	43	-5	6	3.9	2
> C/C(=N\NC(=O)CSc1nnc(C)s1)c1ccc(Cl)cc1
    -13	98	100	101	-6	-7	16	-10	2	0.1	-2
> Cc1ccc(C)c(C(C)NC(=O)C2C3CCC(O3)C2C(=O)O)c1 (stereo not given)
    -25	102	101	103	-17	-13	26	-16	0	0.4	-10
> Cc1cccc(Nc2nnc(SCC(=O)Nc3cccnc3Cl)s2)c1
    0	98	97	96	-7	-15	8	0	3	-0.8	-4
